# Screening data (PubChem BioAssay)
# HP1b binding inh = inhibitors of HP1-beta chromodomain binding to methylated histone tails; AlphaScreen HP1-beta / biotin-H3K9me3 peptide binding; Potency, µM (doses to about 114 µM), for the others: at the highest dose activity change, negative = inhibition, hits mostly inhibitors; 390,000 tested, 0.56% active; also: nearly all actives have a fitted effect of over 70% in size; inactives centre near 23
# Target sequence (P83916 whole entry, looked up): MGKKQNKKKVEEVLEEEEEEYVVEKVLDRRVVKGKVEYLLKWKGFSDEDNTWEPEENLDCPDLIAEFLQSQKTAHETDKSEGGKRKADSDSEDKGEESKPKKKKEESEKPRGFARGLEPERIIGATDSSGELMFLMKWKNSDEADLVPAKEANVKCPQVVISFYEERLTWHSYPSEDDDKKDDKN
#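 HP1-beta protein (50 nM final) preincubated 30 min at room temperature with biotinylated H3(1-18)K9me3 peptide (50 nM) in PBS pH 7.4, 0.01% Tween-20, then compound added for 30 min. AlphaScreen streptavidin donor/nickel chelate acceptor beads (10 ug/mL final), 30 min dark, luminescence read.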
# G9a block = inhibitors of human histone lysine methyltransferase G9a | G9a H3K9 monomethylation, AlphaScreen, 2 h | Potency, µM (highest dose often 102 µM), inactives show at the highest dose activity, negative = inhibition, usual class: inhibitors | 350,000 tested, 8.8% active; also: % is scaled to controls: 0 for no effect and ±100 for the full control effect; nearly all actives have a fitted effect of over 75% in size
#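 Quantitative HTS format: methyltransferase activity on a biotin-tagged H3K9 peptide is measured by AlphaScreen, using a rabbit anti-monomethyl-H3K9 antibody with streptavidin donor and anti-IgG acceptor beads. Final levels are 20 nM enzyme, 500 nM peptide, 20 uM SAM; 2 h RT.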
# BAZ2B block = inhibitors of human BAZ2B bromodomain; Potency, µM (highest dose often 114 µM), for the others: at the top dose activity change, negative = inhibition, usual class: inhibitors; 360,000 tested, 4.4% active; Q9UIF8; AlphaScreen BAZ2B-H3K14Ac peptide displacement; also: % is scaled to controls: 0 for no effect and ±100 for the full control effect; nearly all actives have a fitted effect of over 60% in size
#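 Complex of BAZ2B and biotin-H3K14Ac (50 nM apiece) forms over 30 min at RT, then faces library compounds up to 110 uM for another 30 min; AlphaScreen beads added, 20 min dark incubation, luminescence read.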
# Pin1 inh = blocks the human prolyl isomerase Pin1. Q13526. Pin1 FP peptide displacement, HiFluor488, 10 min. Potency, µM (series often up to 115 µM), inactives show top-dose activity, negative = inhibition, most hits filed as inhibitors. 390,000 tested, 0.009% active. AID 504891; active = well fitted inhibition curve with a large enough effect in the polarisation, with a control signal flat, not every such curve was filed as active; inconclusive = small, poorly fitted or top-dose-only effect, or effect the other way, or a change in a side signal; inactive = no such curve, though single readings can be large or run the other way; the % refers to the polarisation; also: % is scaled to controls: 0 for no effect and ±100 for the full control effect
# Target sequence (Q13526 whole entry, looked up): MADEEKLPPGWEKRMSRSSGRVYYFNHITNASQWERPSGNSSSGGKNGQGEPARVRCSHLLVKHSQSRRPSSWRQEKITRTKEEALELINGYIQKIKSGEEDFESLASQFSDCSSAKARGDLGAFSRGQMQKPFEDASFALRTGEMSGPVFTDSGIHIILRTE
# POLI inh = inhibitors of human DNA polymerase iota. Q9UNA4. AID 588590. Potency, µM (series often up to 115 µM), without a hit: top-dose activity, negative = inhibition, actives largely listed as inhibitors. 390,000 tested, 1% active. Pol iota fluorescent replication assay, 10 min
# Target sequence (Q9UNA4 whole entry, looked up): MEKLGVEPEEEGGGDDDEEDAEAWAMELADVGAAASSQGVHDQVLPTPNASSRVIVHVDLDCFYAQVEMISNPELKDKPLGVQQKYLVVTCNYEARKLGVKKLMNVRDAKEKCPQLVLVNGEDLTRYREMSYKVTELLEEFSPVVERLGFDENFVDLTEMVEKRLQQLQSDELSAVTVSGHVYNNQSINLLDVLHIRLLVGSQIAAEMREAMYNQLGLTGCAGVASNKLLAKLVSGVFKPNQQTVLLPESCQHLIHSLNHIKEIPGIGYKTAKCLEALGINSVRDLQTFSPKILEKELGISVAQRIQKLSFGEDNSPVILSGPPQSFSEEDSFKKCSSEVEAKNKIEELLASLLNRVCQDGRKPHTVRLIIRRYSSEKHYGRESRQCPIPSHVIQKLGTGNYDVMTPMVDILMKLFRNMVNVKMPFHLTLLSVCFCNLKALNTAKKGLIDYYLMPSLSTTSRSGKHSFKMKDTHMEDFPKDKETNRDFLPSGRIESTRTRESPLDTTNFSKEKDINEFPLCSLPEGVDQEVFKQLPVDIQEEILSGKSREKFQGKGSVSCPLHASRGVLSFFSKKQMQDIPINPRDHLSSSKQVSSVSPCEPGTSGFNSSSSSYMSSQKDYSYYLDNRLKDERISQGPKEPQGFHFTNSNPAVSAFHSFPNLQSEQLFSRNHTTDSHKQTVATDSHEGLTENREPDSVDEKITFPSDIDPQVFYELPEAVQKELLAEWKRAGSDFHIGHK
#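 Fluorescent replication assay read twice, at 0 min and 10 min after adding 50 nM (final) substrate. Enzyme (10 nM) and compounds were first incubated 15 min at room temperature; enzyme-free buffer wells were negative controls.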
# Tb PGK inh = inhibitors of T. brucei phosphoglycerate kinase; AID 602233; P07378; Potency, µM (series often up to 57.5 µM), without a hit: top-dose activity change, negative = inhibition, most hits filed as inhibitors; 380,000 tested, 0.043% active; PGK/GAPDH coupled, Kinase-Glo luminescence, 60 min; also: % is scaled to controls: 0 for no effect and ±100 for the full control effect; nearly all actives have a fitted effect of over 60% in size
#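 Luminescent ATP detection (Kinase-Glo Plus) follows a 60-minute room-temperature incubation, with wells lacking PGK as controls. Buffer: 100 mM TEA (pH 7.6), 5 mM MgCl2, 0.01% Tween-20. Coupling enzyme GAPDH (100 nM final) supplies unstable 1,3-BPG in-well.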
# BLM helicase inh = blocks DNA unwinding by human BLM helicase; P54132; recombinant BLM DNA unwinding, fluorescence dequenching; Potency, µM (highest dose often 56.1 µM), inactives show top-dose activity change, negative = inhibition, actives largely listed as inhibitors; 350,000 tested, 0.2% active;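 also: plate controls were vehicle for no effect and no enzyme for full effect; nearly all actives have a fitted effect of over 35% in size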
# JMJD2A Tudor inh = JMJD2A Tudor domain (human) inhibition; O75164; AlphaScreen JMJD2A-Tudor / H3K4me3 peptide binding; Potency, µM (series often up to 114 µM), inactives show at the highest dose activity change, negative = inhibition, hits mostly inhibitors; 390,000 tested, 4.4% active; AID 504339; also: % is scaled to controls: 0 for no effect and ±100 for the full control effect; nearly all actives have a fitted effect of over 50% in size
# GLS inhibitor = inhibitors of human glutaminase (GLS); 410,000 tested, 0.21% active; AID 624170; GLS enzymatic activity, qHTS titration; Potency, µM (doses to about 45.5 µM), inactives show top-dose activity change, negative = inhibition, hits mostly inhibitors; also: % is scaled to controls: 0 for no effect and ±100 for the full control effect
#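 hKGA in 45 mM KH2PO4 pH 8.2, 0.02% Tween-20 with pin-transferred compounds; 1 mM L-glutamine (stock) plus glutamate oxidase/HRP/Amplex Red coupling added. Fluorescence read initially and after 30 min at RT.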
# The depositor's hits bear a star; i = inactive; ? = inconclusive; nt = no result given; & = joins results of further samples; [ ] = dose if it differs, or a comment. Unless noted, calls follow the shape of the dose curve; as a rule, active = well fitted curve in the direction sought with a large enough effect; inconclusive = small, poorly fitted or top-dose-only effect, or another doubt; inactive = no such curve, though single readings can be large; an effect the other way counts as inactive or inconclusive. Potency is read from the fitted curve at half-maximal effect. A portion of the library. The share of hits here may be higher or lower than overall.
SMILES,HP1b binding inh,G9a block,BAZ2B block,Pin1 inh,POLI inh,Tb PGK inh,BLM helicase inh,JMJD2A Tudor inh,GLS inhibitor
CCOc1cccc(-c2c(C(=O)N/N=C/c3ccc(C)o3)nnn2-c2nonc2N)c1,-4%,15%,-15%,-10%,17%,7%,-2%,-25%,26%
CCOC(=O)C(CC(=O)c1ccccc1)CC(=O)c1ccccc1,99%[activator],46%,56%[activator],-1%,25%,3%,-7%,50%[activator],1%
O=[N+]([O-])c1ccc(C(O)CN2CCN(c3ccccc3)CC2)cc1 (centres undefined),60%[activator],14%,3%,-4%,-12%,-3%,-7%,-3%,9%
CCC1Oc2ccc(C)cc2N(CC(=O)N(Cc2cccnc2)Cc2ccc(C)o2)C1=O (centres undefined),9%,?,-12%,?,-6%,-3%,-3%,-31%,-1%
CCc1[nH]nc2c1C(c1ccncc1)C(C#N)=C(N)O2 (centres undefined),63%[activator],4%[12.7 µM],-3%,-1%,19%,nt,-5%,-17%,18%
NN=C(c1ccccc1)c1ccccc1,16%,nt,nt,1%,45%[activator],1%,nt,-22%,9%
O=c1[nH]nc(-c2cccs2)c2ccccc12,-3%,2%,nt,-1%,11%,i,-1%,-6%,4%
COc1cc(/C=N/NC(=O)/C(=C/c2ccccc2)CCO)ccc1O,19%,25%[59 µM],-3%,-2%,31%[activator],-4%,4%,-11%,33%[activator]
O=Cc1cn(CC(=O)N2CCCCC2)c2ccccc12,52%[activator],19%[59 µM],7%,-6%,-12%,i,3%,4%[57.1 µM],-1%
Cc1ccc(S(=O)(=O)N2CCN(C(=O)C3=COCCO3)CC2)cc1C,9%,?,13%,3%,-5%,-3%,-1%,2%,2%
COc1cccc(Sc2ccccc2CN(C)C)c1,?,-8%,5%,-4%,49%,i,-3%,-29%,8%
Cc1nn(-c2ccccc2)c(C)c1C(=O)NCCc1ccc(Cl)cc1,44%[activator],56%,-9%,-8%,66%[activator],1%,-4%,-11%,-1%
Cc1cccc(CCNS(=O)(=O)c2ccc3c(c2)CCN3C(=O)CCC(=O)O)c1,39%,12%,-1%,-4%,4%,i,-4%,1%,-13%
Clc1ccc(CN(Cc2ccc(Cl)cc2)c2nn[nH]n2)cc1,63%[activator],-46%,2%,-2%,8%,i,-4%,-9%,9%
CCOC(=O)c1c(-c2ccccc2)oc2ccc(N(C(C)=O)S(=O)(=O)c3ccccc3)cc12,9%,-4%[59 µM],1%,-8%,16%,-7%,-13%,-16%,-3%
COc1cccc(CNS(=O)(=O)c2ccc(-n3cnnn3)c(C)c2)c1,48%[activator],2%,-1%,-1%,78%[activator],-7%,-5%,-8%,-3%
C/C(=N\NC(=O)COc1c(C)cccc1C)c1cccs1,7%,27%,-20%,-4%,83%[activator],-8%,-1%,-10%,-5%
CCCCC(=O)N1C/C=C\C(c2ccc(OC)cc2)N(Cc2ccc(F)cc2)C(=O)C1C (centres undefined),27%,nt,nt,1%,-5%,nt,-9%,-12%,nt
CCCCCCn1c(SCC(=O)OC)nc2c1c(=O)[nH]c(=O)n2C,?,1.6µM*,-1%,0%,30%[activator],-8%,0%,?,-3%
O=c1cc(-c2ccco2)oc2ccc(Cl)cc12,21%,-18%[12.7 µM],4%,?,28%,-5%,2%,-11%,4%
Cc1cccc(NC(=O)C2CCN(S(=O)(=O)c3cccc4cccnc34)CC2)c1,0%,14%,9%,2%,-1%,0%,0%,-34%,-2%
COc1ccc(S(=O)(=O)N2CCN(C(=O)c3cc4c(s3)CCC4)CC2)cc1,?,nt,nt,nt,2.8µM*,?,nt,7.9µM*,?
CC(C)[C@H](NC(=O)c1ccccc1)C(=O)Nc1cccc(S(=O)(=O)N2CCOCC2)c1,6%,?,-4%,-1%,5%,-1%,nt,-17%,6%
N#Cc1ccsc1NC(=O)CCN1CCN(C(c2ccccc2)c2ccccc2)CC1,4%,-9%,-22%,49%[activator],?,-6%,-11%,-22%,-12%
COCCn1c(SCC(=O)NCC2CCCO2)nc2c([nH]c3ccccc32)c1=O (centres undefined),26%,41%,-3%,4%,17%,-8%,-2%,-2%,-2%
# (listing goes on)
SMILES,HP1b binding inh,G9a block,BAZ2B block,Pin1 inh,POLI inh,Tb PGK inh,BLM helicase inh,JMJD2A Tudor inh,GLS inhibitor
Cc1onc(-c2ccccc2Cl)c1C(=O)Nc1nnc(-c2cccc([N+](=O)[O-])c2)s1,11%,9%[59 µM],-2%,-1%,2%,-5%,-12%,-34%,2%
CC(=O)Oc1cc2oc(=O)c3c(c2cc1Cl)CCC3,10%,?,15%,4%,36%[activator],-10%,-2%,-7%,-10%
c1cnc2nc3c4ccccc4c4ccccc4c3nc2c1,34%,nt,nt,-20%,?,0%,nt,?,-23%
Cc1cccc(N2C(=O)CC(n3ccnc3)C2=O)c1C (centres undefined),51%[activator],-28%,1%,-4%,0%,-9%,-3%,-8%,2%
Cc1ccc(C)c(CN2CCC(CNC(=O)CCc3nnc4ccc(N5CCCCC5)nn34)CC2)c1,16%,35%[activator],-7%,6%,?,-2%,0%,-4%,1%
CN1CCC[C@@H]1CCO[C@](C)(c1ccccc1)c1ccc(Cl)cc1,11%,-20%[12.7 µM],nt,0%,-2%,4%,3%&3%,-25%,17%&3%
CCCc1cc(=O)[nH]c(NCc2ccc(Cl)cc2)n1,15%,9%[59 µM],-29%,4%,8%,-5%,0%,-16%,-1%
COc1ccc(NC(=O)Cn2cnc3c(oc4nc5c(cc43)COC(C)(C)C5)c2=O)cc1,22%,11%,2%,21%,41%[activator],i,-2%,-6%,-14%
Cc1cc(C)cc(N(C(=O)c2snc(C(N)=O)c2N)C(C(=O)NCC2CCCO2)c2cccs2)c1 (centres undefined),48%[activator],-3%,-13%,6%,62%[activator],5%,-12%,2%[57.1 µM],-3%
CCS(=O)(=O)c1nc(S(=O)(=O)c2ccc(C)cc2)c(N2CCC(O)CC2)s1,27%,nt,-7%,1%,11%,-6%,1%,-8%,13%
Cc1ccccc1Oc1ncnc(N)c1[N+](=O)[O-],11%,-30%,-19%,-4%,138%[activator],2%,-6%,-26%,3%
CNC(=S)N1CCc2sccc2C1C (centres undefined),57%[activator],nt,-3%,-6%,152%[activator],6%,-5%,8%,-2%
N/C(=N\OS(=O)(=O)c1ccc(Cl)cc1)c1ccccn1,56%[activator],2µM*,25µM*,-4%,81%[activator],4%,-2%,25µM*,-9%
CCN(CC)C(=O)C(=O)c1cccn1-c1cccc(OC)c1C#N,22%,5%,-2%,-3%,45%[activator],-7%,-2%,-12%,2%
O=C(COC(=O)CC1CC2CCC1C2)Nc1ccc(Cl)c(S(=O)(=O)N2CCOCC2)c1 (centres undefined),35%,6%[12.7 µM],8%,21%,-23%,-6%,nt,0%,-3%
CC(C)Oc1ccc(C2CC(=O)N(c3cccc(/C=C/C(=O)O)c3)C2=O)cc1 (centres undefined),78%[activator],-5%,?,-1%,13%,5%,0%,-9%,8%
CC(C)Oc1ccc(CNC(=O)Cn2ncn3nc(-c4cccs4)cc3c2=O)cc1,22%,-44%[59 µM],-21%,8%,12%,i,-1%,-5%,5%
S=C(NCC1CCCO1)Nc1ccc(Cl)c(Cl)c1 (centres undefined),40%[activator],-7%,-18%,9%,-4%,nt,-6%,?,-2%
COc1ccc(-n2c(SCC(=O)NCc3ccco3)nnc2-c2c[nH]c3ccccc23)cc1,-1%,?,-38%,-4%,-4%,i,-8%,?,1%
CCOC(=O)c1ccc(NC(=O)CSc2ncc(S(=O)(=O)c3ccc(C)c(Cl)c3)c(=O)[nH]2)cc1,9%[57 µM],10%[59 µM],-14%,?,?,-14%,-6%,-24%,4%
CC12CCC(C(=O)Nc3ccc(SC(F)F)cc3)(CC1=O)C2(C)C (centres undefined),15%,6%,8%,-1%,?,-3%,-1%,-14%,-1%
CN1CCN(S(=O)(=O)c2cccc(C(=O)N(C)C(c3ccccc3)c3ccccc3)c2)CC1,0%,3%[12.7 µM],-2%,-15%,34%[activator],-3%,nt,-29%,2%
C=CCn1c(SCC(=O)Nc2cccc(S(=O)(=O)N(C)c3ccccc3)c2)nnc1C1CC1,7%,5%[0.501 µM],-2%,-2%,18%,-5%,nt,-14%,-8%
COc1ccc(/C=N/NC(=O)CCn2cnc3ccccc32)cc1,37%,9%,-18%,1%,49%[activator],i,-1%,-6%,9%
Cc1nn(CC(=O)N2CCCCC2)c(=O)c2nn(-c3ccccc3)c(C)c12,53%[activator],1%[59 µM],-21%,5%,18%,i,-2%,-8%,-14%
CCOC(=O)C(=O)NNc1ccccc1C,30%,-3%,-2%,-1%,38%[activator],i,-2%,-8%,-3%
CCCn1nc([N+](=O)[O-])c(C(C#N)c2nc3ccccc3s2)c(Cl)c1=O (centres undefined),11µM*,7.1µM*,10µM*,?,-7%,-11%,-10%,16µM*,29%
Cc1cnc(C(=O)OCC(=O)Nc2ccc(OCc3ccccc3)cc2)cn1,31%,-4%[59 µM],-4%,7%,11%,i,nt,-6%,-9%
CCN(CC(N)=O)S(=O)(=O)c1ccc(Br)cc1,10%,-28%[12.7 µM],6%,-7%,-22%,-3%,3%,2%,16%

# Part of the list above in order of length of the SMILES, largest number first.
SMILES,HP1b binding inh,G9a block,BAZ2B block,Pin1 inh,POLI inh,Tb PGK inh,BLM helicase inh,JMJD2A Tudor inh,GLS inhibitor
CN1CCN(S(=O)(=O)c2cccc(C(=O)N(C)C(c3ccccc3)c3ccccc3)c2)CC1,0%,3%[12.7 µM],-2%,-15%,34%[activator],-3%,nt,-29%,2%
Cc1nn(CC(=O)N2CCCCC2)c(=O)c2nn(-c3ccccc3)c(C)c12,53%[activator],1%[59 µM],-21%,5%,18%,i,-2%,-8%,-14%
CCN(CC)C(=O)C(=O)c1cccn1-c1cccc(OC)c1C#N,22%,5%,-2%,-3%,45%[activator],-7%,-2%,-12%,2%
Cc1ccccc1Oc1ncnc(N)c1[N+](=O)[O-],11%,-30%,-19%,-4%,138%[activator],2%,-6%,-26%,3%
